B2AR arrestin: beta2AR (human) beta-arrestin recruitment activity; P07550; beta-arrestin recruitment to beta2AR, cell-based reporter; Potency, µM (doses to about 46.1 µM), for the others: at the highest dose activation, usual class: activators; 330,000 tested, 0.02% active; AID 492947;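 also: potency is read from the fitted curve at half-maximal effect; 0% = DMSO controls and full agonism = EC100 isoproterenol or metaproterenol; nearly all actives have a fitted effect of over 65% in size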
Integrin act MD: integrin-mediated muscular dystrophy alleviation activation | alpha7betagal myoblasts, beta-gal FDG fluorescence, 48 h | Potency, µM (series often up to 38.3 µM), for inactives: at the highest dose activation, actives largely listed as activators | 350,000 tested, 0.064% active | AID 624291;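 also: potency is read from the fitted curve at half-maximal effect; 100% = response of the positive control SU9516; nearly all actives have a fitted effect of over 60% in size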
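alpha7betagal+/- myoblasts (passage 13, 250/well) treated 48 h at 37C with compounds at 1:260 dilution of DMSO stock. Lysed, then beta-galactosidase activity read as FDG fluorescence (ex 480/em 540) after 30 min, with pre-read for autofluorescence.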
AT treatment: potential ataxia-telangiectasia treatment. AID 485349. 320,000 tested, 0.19% active. Potency, µM (doses to about 57.5 µM), without a hit: at the highest dose activation, actives largely listed as activators. […] A-T fibroblasts, KAP-1 phosphorylation AlphaLISA; neocarzinostatin DNA damage 30 min before lysis; also: potency is read from the fitted curve at half-maximal effect; % of control where 0% means no effect; nearly all actives have a fitted effect of over 45% in size
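hTERT-immortalized A-T patient fibroblasts ([…]), 500 cells/well in OPTI-MEM, 1% FBS, got compounds for 60 min, then NCS for 30 min at 37C. Lysates were then assayed for phospho-KAP-1 by AlphaLISA (anti-pKAP1 donor, anti-KAP1 acceptor beads), 6 hr at 25C.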
TRPV1 ag: human TRPV1 agonism; TRPV1-expressing cells, Fluo-8 calcium influx, agonist mode; 320,000 tested, 0.19% active; activation, % at 8.33 µM; in the data active = activation above about 80%; inconclusive = between about 30% and that limit; also: 0% is about no effect
Target sequence (Q8NER1 whole entry, looked up): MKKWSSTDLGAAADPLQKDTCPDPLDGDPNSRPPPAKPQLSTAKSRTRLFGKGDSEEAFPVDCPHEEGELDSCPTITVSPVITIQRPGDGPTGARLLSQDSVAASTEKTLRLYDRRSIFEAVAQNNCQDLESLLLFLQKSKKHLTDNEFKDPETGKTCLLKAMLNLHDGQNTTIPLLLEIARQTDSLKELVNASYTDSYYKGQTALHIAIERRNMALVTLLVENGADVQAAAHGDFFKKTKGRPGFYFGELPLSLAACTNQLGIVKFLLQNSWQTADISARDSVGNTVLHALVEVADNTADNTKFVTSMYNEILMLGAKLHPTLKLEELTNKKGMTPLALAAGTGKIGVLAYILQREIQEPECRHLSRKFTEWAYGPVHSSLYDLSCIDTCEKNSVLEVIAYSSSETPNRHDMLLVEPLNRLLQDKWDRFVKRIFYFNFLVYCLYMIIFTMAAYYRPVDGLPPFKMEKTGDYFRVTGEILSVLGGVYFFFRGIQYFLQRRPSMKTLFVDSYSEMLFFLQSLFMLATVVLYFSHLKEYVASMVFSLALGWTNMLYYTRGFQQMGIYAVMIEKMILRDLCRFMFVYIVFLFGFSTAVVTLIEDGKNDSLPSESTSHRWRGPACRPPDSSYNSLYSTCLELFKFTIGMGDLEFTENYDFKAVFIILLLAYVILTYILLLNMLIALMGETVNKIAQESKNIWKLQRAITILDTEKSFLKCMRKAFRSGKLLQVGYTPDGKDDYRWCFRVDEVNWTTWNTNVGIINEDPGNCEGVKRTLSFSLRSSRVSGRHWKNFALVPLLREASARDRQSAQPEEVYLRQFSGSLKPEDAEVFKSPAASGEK
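Cells expressing TRPV1 were dye-loaded with Fluo-8 and read kinetically: 10 s baseline, 3 min after compound (agonist portion), then 2 min after EC20 capsaicin (allosteric enhancer portion). Calcium-bound dye fluorescence at 480/520 nm.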
BRCA1 expr up: activators of BRCA1 expression | Potency, µM (doses to about 46.1 µM), inactives show at the highest dose activation, actives largely listed as activators | MCF7-BRCA1-FFLuc reporter, luminescence, 48 h; response scale: scaled: vehicle 0%, 10 µM genistein 100% | AID 624202 | 380,000 tested, 1.1% active; also: potency is read from the fitted curve at half-maximal effect; nearly all actives have a fitted effect of over 80% in size; some results filed as inactive show a strong effect at the top dose
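Quantitative HTS in MCF7 cells stably reporting BRCA1 expression via firefly luciferase. Compound treatment lasts 48 h at 37 °C in phenol-red free MEM. Activation is expressed relative to genistein at 10 microM and DMSO.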
ELG1 repair inh: ELG1-dependent DNA repair inhibition. HEK293T ELG1-luciferase reporter, luminescence, 16 h; DNA damage induced by 5-fluorouridine. Potency, µM (titrated, usually from 46.1 µM), for the others: top-dose activity change, negative = inhibition, hits mostly inhibitors. 330,000 tested, 2.3% active. AID 504467; also: potency is read from the fitted curve at half-maximal effect; % is scaled to controls: 0 for no effect and ±100 for the full control effect; nearly all actives have a fitted effect of over 55% in size
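Luminescence from the luciferase reporter, measured 30 min after ONE-Glo reagent at room temperature, was the read-out. Beforehand, 2,000 cells per well were exposed for 16 hr at 37 °C to 5-fluorouridine together with compound or vehicle.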
MLL CXXC-DNA inh: blocks binding of human MLL CXXC domain to DNA; 290,000 tested, 0.037% active; Q03164; Potency, µM (series often up to 115 µM), without a hit: at the top dose activity change, negative = inhibition, most hits filed as inhibitors; MLL-CXXC / FITC-HOXA9 DNA fluorescence polarization; active = well fitted inhibition curve with a large enough effect in the polarisation, with a control signal flat, not every such curve was filed as active; inconclusive = small, poorly fitted or top-dose-only effect, or effect the other way, or a change in a side signal; inactive = no such curve, though single readings can be large or run the other way; the % refers to the polarisation; also: potency is read from the fitted curve at half-maximal effect
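Purified MLL-CXXC (added from a 7 uM solution) was preincubated 5 min at ambient with pinned compounds in 50 mM Tris-HCl pH 7.5, 50 mM NaCl, 1 mM DTT, 0.05% BSA. Fluorescein-labeled HOX-A9 DNA (50 nM solution) followed, 30 min, then polarization read.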
PTAP TSG101 blk: blocks PTAP/TSG101 interaction to inhibit HIV-1 budding; AID 493005; 340,000 tested, under 10 active; Potency, µM (top dose mostly 115 µM), for inactives: top-dose activity change, negative = inhibition, most hits filed as inhibitors; Fluorescence polarization, FITC-PTAP peptide / Tsg101 binding; Q99816; active = well fitted inhibition curve with a large enough effect in the main read-out, with a control signal flat, not every such curve was filed as active; inconclusive = small, poorly fitted or top-dose-only effect, or effect the other way, or a change in a side signal; inactive = no such curve, though single readings can be large or run the other way; also: potency is read from the fitted curve at half-maximal effect; % of control where 0% means no effect
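Fluorescence polarization binding of Tsg101 binding domain (10 uM final) to FITC-labeled PTAP peptide (50 nM final) in HEPES pH 7.5 buffer with NaCl, Tween 20, EDTA, TCEP. Compounds added before peptide; binding 20 min at RT.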
TCR activator: activators of T cell receptors. primary human leukocytes, anti-CD3, IL-2 HTRF, 48 h. Potency, µM (titrated, usually from 9.22 µM), for the others: top-dose activation of IL-2 secretion, most hits filed as activators. 330,000 tested, under 10 active. AID 504894; also: % of control where 0% means no effect
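HTRF read-out of IL-2 secretion: europium cryptate donor excited at 320nm, d2 acceptor emission at 665nm. Cells were primary human leukocytes incubated 48 hr with compounds and a-CD3 beads, supplying TCR signal only.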
p53 reactivation: restores transcriptional activity of mutant p53 | H1299 p53-A138V BP100-luciferase reporter, luminescence, 24 h | Potency, µM (titrated, usually from 92.2 µM), for inactives: at the highest dose activity change, positive = activation, most hits filed as activators | 320,000 tested, 0.063% active; also: potency is read from the fitted curve at half-maximal effect; % of control where 0% means no effect; nearly all actives have a fitted effect of over 45% in size
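p53-null H1299 cells stably carrying temperature-sensitive p53-A138V and a BP100-luciferase reporter were pinned with compounds (4-point, 1:5 series) and held 24 hrs at 37 deg C. Luminescence was read 10 min after detection reagent.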
Numbers without * were called inactive; ? = inconclusive; / = no result given; [ ] = dose if it differs, or a comment. Unless noted, calls follow the shape of the dose curve; as a rule, active = well fitted curve in the direction sought with a large enough effect; inconclusive = small, poorly fitted or top-dose-only effect, or another doubt; inactive = no such curve, though single readings can be large; an effect the other way counts as inactive or inconclusive.

SMILES	B2AR arrestin	Integrin act MD	AT treatment	TRPV1 ag	BRCA1 expr up	ELG1 repair inh	MLL CXXC-DNA inh	PTAP TSG101 blk	TCR activator	p53 reactivation
COc1ccc(N/C=C\C(=O)c2ccc3ccccc3c2)cc1	3.0%	43%	-6%	0	126%	?	53%[activator]	3%	1%	/
Cc1ccc(S(=O)(=O)CCC(=O)OCc2nnc(-c3ccccc3Br)o2)cc1	0.4%	-8%	-5%	0	10%	18%	/	0%	-4%	0%
CCCC(=O)NC(NC(=S)Nc1c(C)n(C)n(-c2ccccc2)c1=O)C(Cl)(Cl)Cl (stereo unspecified)	0.1%	0%	-5%	-1	7%	4%	4%	-3%	-4%	3%
COc1cc(CNCCSc2nnnn2C)cc(OC)c1OC	-1.6%	-22%	-7%	-3	3%	8%	-10%	-3%	-3%	10%
COc1ccc(NC(=S)N(CCc2c(C)[nH]c3ccccc23)Cc2ccco2)cc1	-0.9%	-42%	11%	0	-36%	?	15%	2%	6%	2%
CCC1=Nc2cc(C(=O)NCc3ccco3)ccc2Sc2ccc(C)cc21	3.4%	2%	-8%	21	-84%[inhibitor]	16%	-2%	-1%	-2%[46.1 µM]	9%
CCOC(=O)Cc1csc(NC(=O)CCS(=O)(=O)Cc2ccccc2)n1	-0.5%	-16%	-6%	-3	0%	-10%	-2%	-2%	2%	10%
COc1cc(S(=O)(=O)N2CCOCC2)cc(C(=O)NCC(c2cccs2)N2CCOCC2)c1OC (stereo unspecified)	-0.1%	-30%[inhibitor]	13%	/	-8%	29%	/	-1%	/	3%
CCCc1cc(=O)oc2cc(OC(C)C(=O)NCC3CCC(C(=O)O)CC3)ccc12 (stereo unspecified)	-0.7%	5%	0%	-6	8%	-4%	-7%	-2%	-2%	8%
COc1cc(C)c(S(=O)(=O)N2CCOCC2)c(C)c1C	0.1%	6%	-3%	-2	-27%	2%	-7%	0%	3%	1%
Nc1cc2c(cc1Br)-c1c(C(=O)O)cccc1C2O (stereo unspecified)	/	-8%	/	/	-15%	/	/	0%	1%	/
O=C(COC(=O)c1cccc(O)c1)NCc1ccc2c(c1)OCO2	-0.1%	-23%	-4%	8	0%	0%	8%	-1%	2%	2%
Cc1ccc(Cl)cc1N(CC(=O)NC1CCCCC1)S(C)(=O)=O	-0.1%	-3%	-22%	4	2%	5%	-3%	-2%	0%	-7%
Cc1nn(C(=O)C2CC2)c(C)c1Sc1ccc(Cl)cc1	-0.3%	-12%	0%	0	12%	9%	-1%	-3%	0%[46.1 µM]	14%
Cc1cccc(NC(=O)NC2CC3CCC(C2)N3Cc2ccco2)c1 (stereo unspecified)	-0.2%	?	3%	1	19%	9%	7%	-2%	-2%	-1%
CCSc1nnc(NC(=O)c2cccnc2Cl)s1	-0.5%	19%	3%	2	?	?	10%	-8%	8%[46.1 µM]	?
O=[N+]([O-])c1cccc(OCc2cn3cccnc3n2)c1	0.1%	1%	-1%	3	69%	?	-5%	1%	-4%	11%
O=C(CN(Cc1ccc(F)cc1)C(=O)CCC(=O)Nc1ccccn1)NCc1ccco1	0.3%	-17%	10%	4	-10%	-10%	3%	-1%	-4%	-2%
C[C@]12CCC3c4ccc(OCC(=O)O)cc4CCC3C1CCC2=O (stereo partly specified)	-0.8%	-25%	0%	-4	-1%	15%	-3%	-1%	1%	-8%
O=C(NCCCNC(=O)c1ccccn1)c1ccc(F)cc1	-0.3%	2%	2%	0	-5%	-1%	7%	-3%	6%	-5%
Fc1ccccc1/C=N/n1c(-c2cccnc2)n[nH]c1=S	-0.7%	19%	-7%	0	2%	-6%	-22%	-1%	-4%	0%
O=C(O)C(c1ccccc1)C(O)C1CC=CCC1 (stereo unspecified)	/	-9%	/	/	1%	/	/	3%	7%	/
COc1nc(=O)n(C2CCCO2)cc1C (stereo unspecified)	/	22%	/	/	4%	/	/	1%	-75%	/
O=C(CNC(=O)c1ccccc1Cl)N/N=C/C=C/c1ccccc1	-0.2%	-18%	8%	-4	1%	-1%	-1%	-6%	-1%[46.1 µM]	-2%
Cc1cc(C(=O)OCC(=O)NC2CCCCC2)c(C)o1	-0.4%	13%	/	3	16%	?	2%	-2%	6%	5%
COC(=O)N/N=C/c1cn(Cc2ccccc2F)c2ccccc12	-0.6%	-12%	-19%	2	-60%	21µM*	-9%	0%	3%	-3%
Cc1cc(NC(=O)c2c(F)cccc2Cl)no1	-0.1%	-7%	0%	-7	60%	?	-3%	-5%	2%	-2%
CC(=O)Nc1ccc(S(=O)(=O)N2CCN(c3nnnn3-c3ccccc3)CC2)cc1	-0.1%	0%	-2%	-1	7%	?	4%	-2%	5%	-3%
CCC(C)/C(C)=N/NC(=O)c1ccccc1OCCOc1ccccc1 (stereo unspecified)	0.0%	8%	-2%	19	-1%	?	2%	-5%	-4%	0%
Cc1ccc(NC(=O)c2cc3cccc([N+](=O)[O-])c3[nH]2)cc1	-0.7%	0%	-1%	?	?	?	-9%	-10%	4%	?
COc1cnc(-c2ccccn2)nc1Sc1ccccc1Cl	?	-10%[7.66 µM]	2%	9	-86%[inhibitor]	?	10%	-5%	-14%	2%
CC1(C)Cc2cccc(OCC(=O)N3CCN(c4ccccc4Cl)CC3)c2O1	-1.0%	-26%	-9%	23	-24%	?	/	-1%	6%	-7%
COc1ccc(-c2cc(C(=O)OCC(=O)NC(C)C)c3ccccc3n2)cc1	0.2%	0%	24%	?	68%	?	1%	-9%	1%	1%
CC(=O)Nc1sc(NC(=O)c2ccccc2)nc1-c1cccs1	0.2%	-12%	3%	-4	-1%	13%	-3%	-3%	0%	-4%
CN(C)c1c(F)cc(C(=O)NCc2ccccc2)cc1F	-0.7%	0%	3%	?	49%	-6%	0%	0%	-1%	7%
CN(C)C(CNC(=O)CN1C(=O)NC2(CCc3ccccc32)C1=O)c1ccco1 (stereo unspecified)	0.1%	0%	-5%	-1	0%	0%	1%	-4%	1%	5%

Record cards (already shown):
Results for `CN(C)c1c(F)cc(C(=O)NCc2ccccc2)cc1F` = B2AR arrestin = -0.7%; Integrin act MD = 0%; AT treatment = 3%; TRPV1 ag = ?; BRCA1 expr up = 49%; ELG1 repair inh = -6%; MLL CXXC-DNA inh = 0%; PTAP TSG101 blk = 0%; TCR activator = -1%; p53 reactivation = 7%
Results for `COC(=O)N/N=C/c1cn(Cc2ccccc2F)c2ccccc12` = B2AR arrestin = -0.6%; Integrin act MD = -12%; AT treatment = -19%; TRPV1 ag = 2; BRCA1 expr up = -60%; ELG1 repair inh = 21µM*; MLL CXXC-DNA inh = -9%; PTAP TSG101 blk = 0%; TCR activator = 3%; p53 reactivation = -3%

Ordered by molar mass (smallest number first): 3 of the compounds above.
SMILES	B2AR arrestin	Integrin act MD	AT treatment	TRPV1 ag	BRCA1 expr up	ELG1 repair inh	MLL CXXC-DNA inh	PTAP TSG101 blk	TCR activator	p53 reactivation
Cc1cc(C(=O)OCC(=O)NC2CCCCC2)c(C)o1	-0.4%	13%	/	3	16%	?	2%	-2%	6%	5%
CC(=O)Nc1sc(NC(=O)c2ccccc2)nc1-c1cccs1	0.2%	-12%	3%	-4	-1%	13%	-3%	-3%	0%	-4%
CC(=O)Nc1ccc(S(=O)(=O)N2CCN(c3nnnn3-c3ccccc3)CC2)cc1	-0.1%	0%	-2%	-1	7%	?	4%	-2%	5%	-3%

Continued:
SMILES	B2AR arrestin	Integrin act MD	AT treatment	TRPV1 ag	BRCA1 expr up	ELG1 repair inh	MLL CXXC-DNA inh	PTAP TSG101 blk	TCR activator	p53 reactivation
CCn1c(SCC(=O)N/N=C/c2ccc(O)c(OC)c2)nc2ccccc21	-1.0%	-2%	8%	-2	-30%	?	14%	-12%	-8%[46.1 µM]	-5%
Cc1cc(C)nc(N(C#N)CN2C(=O)c3ccccc3C2=O)n1	-0.5%	-21%[7.66 µM]	12%	-3	0%	?	0%	-3%	-3%	-1%
Cc1cccc(C)c1-n1nnnc1S(=O)(=O)Cc1ccccc1Cl	/	-33%[inhibitor]	/	5	-26%	/	-5%	-4%	-4%	/
CN(CC(=O)Nc1ccccc1Br)C(=O)c1cccc([N+](=O)[O-])c1	-0.2%	4%	2%	-1	1%	7%	-5%	-9%	1%	-2%
CN(C)C1(CNC(=O)c2cccc(S(=O)(=O)Nc3ccc(Br)cc3)c2)CCCCC1	4.4%	-3%	4%	-1	-19%	10%	/	-2%	-1%	7%
Cn1c(N)c(N=Nc2ccc(S(N)(=O)=O)cc2)c(=O)n(C)c1=O	0.5%	6%	0%	2	-9%	-1%	-1%	?	-1%	10%
